# Screening data from PubChem.
# KDM5B inhibitor: inhibitors of human KDM5B histone demethylase | Potency, µM (highest dose often 57.7 µM), without a hit: top-dose activity change, negative = inhibition, hits mostly inhibitors | KDM5B demethylase, FDH-coupled NADH fluorescence (FDH is formaldehyde dehydrogenase) | AID 1347165 | hit rate 2.6% among 220,000; active = well fitted inhibition curve with a large enough effect; inconclusive = small, poorly fitted or top-dose-only effect; inactive = no such curve, though single readings can be large or run the other way; also: 0% is about no effect; nearly all actives have a fitted effect of over 70% in size
#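 Inhibition is measured as reduced NADH fluorescence generation from FDH coupling to formaldehyde release. Truncated KDM5BΔAP at 200 nM final acts on H3K4me3 peptide (12.5 µM in substrate mix) in pH 7.5 HEPES buffer with Tween-20, 30 min, room temperature.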
# Numbers without * were called inactive; ? = inconclusive; & = joins results of further samples; [ ] = dose if it differs, or a comment. Potency is read from the fitted curve at half-maximal effect.
mol | KDM5B inhibitor
Cc1ccc(-n2c(-c3ccc(Cl)cc3)c[n+]3c2CCC3)cc1 | -3%
Cc1c(-c2ccc(Cl)cc2)c(=O)oc2ccc(OS(C)(=O)=O)cc12 | 59%[activator]
O=C1Nc2ccc(-c3ccccc3)cc2C(=O)N2CCN(C(=O)c3ccccc3)C[C@H]12 | ?
Cc1ccccc1NC(=O)CSc1nnc(-c2cccs2)o1 | -19%
CN1[C@@H](CCC(=O)Nc2ccccc2)CNC(=O)[C@@H]2[C@H]1CCN2C1CCCCC1 | -16%[86.2 µM]
O=C1CSc2ccc(S(=O)(=O)N3CCOCC3)cc2N1 | 13%
CCCCN(C)CCCNC(=O)Cn1ncc2c3ccccc3n(Cc3ccccc3)c2c1=O | -51%
Brc1c(C[n+]2ccccc2)nc2ccccn12 | 2%
O=S(=O)(Nc1cccc(C(F)(F)F)c1)c1ccc(NS(=O)(=O)c2ccc3c(c2)OCCO3)cc1 | -27%
CCOc1ccccc1NC(=O)CSc1nnc2[nH]c(=O)cc(C)n12 | -7%
Cc1ccc(C)c(N2CCN(c3ncnc4c3nc3n4CCCCC3)CC2)c1 | 3%
COc1cc(-c2cnc3ccccc3c2)cc2c1OCCNC2 | 23%
COc1ccc(CCCc2nnc(SCC(=O)Nc3ccc(C)cc3C)o2)cc1 | -8%
Fc1ccc(OC2CN(Cc3ccsc3)C2)c(F)c1 | 15%[149 µM]
COc1cc(Cl)c(C)cc1NC(=O)Cn1ncc2c1-c1cc(C)ccc1OC2 | -28%
O=C(NCc1ccccc1)c1ccccc1CSc1nc2ccccc2o1 | -7%
Cc1ccc(C2Cn3nnc(C(=O)NCc4ccc(F)cc4)c3CO2)cc1 (configuration not stated) | 19%
COc1cc(=O)n2c(c1C(=O)N1CCN(c3cc(C)ccc3C)CC1)CCCC2 | -8%
O=C(c1ccc2c(c1)N(Cc1ccc(F)cc1)C(=O)c1ccccc1S2=O)N1CCC(Cc2ccccc2)CC1 (configuration not stated) | -15%
COc1ccc(C(CNCC(=O)Nc2ccccc2F)N(C)C)cc1 (configuration not stated) | ?
Cc1ccc2nc(/C(C#N)=C/c3ccc(-c4cccc(Cl)c4)o3)[nH]c2c1 | 6%&5%
Cc1cc(-c2onc3ccc(Cl)cc23)ccc1O | ?
COc1ccc(CCNC(=O)Cn2nc(-c3cccs3)c3ccccc3c2=O)cc1 | 7%
COc1cc(OC)cc(C(=O)N2CCC3(CC2)N(C)C(=O)CS3(=O)=O)c1 | 21%
O=C(N/N=C/c1cccs1)c1ccc2ccccc2c1 | 125%[activator]
COc1cccc(C2CC(=O)Nc3nc(N)sc32)c1OCC(C)C (configuration not stated) | ?
CCCOc1ccc(C(=O)N2CCC(c3nc4ccccc4s3)CC2)cc1 | -11%
CCc1c(C(=O)Nc2ccc(C)c(C)c2)[nH]c(C)c1C(C)=O | ?
Cc1ccc(S(=O)(=O)N2CCN(Cc3coc(-c4cccs4)n3)CC2)cc1 | ?
Cc1nn(C)cc1CN(C)CC1(O)CCCN(Cc2ccc(F)cc2)C1=O (configuration not stated) | -19%
CCN(Cc1ccccc1)C(=O)CN1C(=O)COc2ccc(S(=O)(=O)N3CCCCCC3)cc21 | -14%
CN1CCC(NCc2nc3c(n2Cc2ccccc2)C(=O)N(CCOc2ccccc2)CCN3)CC1 | -29%
CN1CCN(c2nc3c(c(=O)[nH]2)CCN(Cc2ccccc2C(F)(F)F)CC3)CC1 | -8%
COc1cccc(CN2C(=O)c3ccccc3Sc3ccc(C(=O)NCCc4ccc(C)cc4)cc32)c1 | 7%
Cc1noc(-c2cc(Br)cc(Br)c2O)n1 | -13%
Cc1nn2c(=O)cc(CSc3nnc(-c4cccc(Cl)c4)o3)nc2s1 | 5%
O=c1oc2ccccc2c(N2CCN(c3ccccc3F)CC2)c1CN1CCCC1 | ?
COCCn1ncc(N2CCC(C(=O)NCc3ccc(OC(C)C)cc3)C2)cc1=O (configuration not stated) | -4%
CCN1c2cc(C(=O)N3CCN(c4ccccn4)CC3)ccc2C(=O)N2CCCCCC21 (configuration not stated) | ?
CCCc1ccc(S(=O)(=O)N2C[C@@H](F)C[C@H]2C(=O)N2CCc3ccccc3C2)cc1 | -6%
CCOC(=O)c1cnc2nc(-c3ccncc3)nn2c1C | 18%
CSc1cccc(CNC(=O)C2CCC(=O)N(CCCN3CCCC3=O)C2)c1 (configuration not stated) | -10%
CC(C)c1ccc(CNCCCn2ccnc2)cc1 | -16%
Cc1ccc2c(=O)c(C(=O)c3ccccc3)cn(CC(=O)Nc3ccc4c(c3)OCCO4)c2n1 | 0%
COc1cc(Cn2ccnc2-c2nc[nH]c2C)cc(OC)c1OC | -21%
Cc1ccnc(NC(=O)c2nc(-c3ccccc3)oc2C)c1 | -28%
CC(C)Nc1nnc(SCc2nc(-c3ccc(F)cc3)no2)s1 | 7%
Cc1ccc(Cn2c(N3CCOCC3)nc3c2c(=O)[nH]c(=O)n3C)cc1 | -8%
CC(C)NC(=O)N1CCN(S(C)(=O)=O)[C@@H](C(=O)N[C@H](Cc2c[nH]c3ccccc23)C(N)=O)C1 | -24%
Cc1noc(C)c1[S+](=O)([O-])N1CCC2CC(=O)NCCC2C1 (configuration not stated) | 10%[149 µM]

# Later entries
mol | KDM5B inhibitor
CCCNC(=O)N1CCCCCC1CN1CCC(OC)CC1 (configuration not stated) | 22%
Cc1ccc2cc(CCC(=O)NCCCN(C)C)c(=O)[nH]c2c1 | ?
CCn1c(SC(C)C(=O)Nc2cccc(F)c2)nc2ccccc2c1=O (configuration not stated) | 5%
COc1ccc2cc(CNC(=O)Cc3n[nH]c(=O)c4ccccc34)ccc2c1 | -7%
Cc1cc(-c2ccc(S(=O)(=O)NC3CCOC4(CCOCC4)C3)o2)on1 (configuration not stated) | -18%
COc1ccc(CNc2nc(-c3ccco3)nn2S(=O)(=O)c2ccc(Cl)cc2)cc1OC | -23%
COc1ccc(CNC(=O)Cn2c(-c3cccc(Cl)c3)nc(C)c(CCO)c2=O)cc1OC | 23%
CCN(CCO)c1ncnc2onc(-c3ccc(F)cc3)c12 | -2%
COc1ccc(/C=C(/C(=O)c2ccccc2)c2nc3ccccc3s2)cc1 | -29%
CC(C)(C)C(=O)Nc1ccc(-c2nc3ccc(NC(=O)C(C)(C)C)cc3[nH]2)cc1 | ?
Cc1ccc(S(=O)(=O)c2nc(-c3ccc(F)cc3)oc2N2CCN(c3ccccc3)CC2)cc1 | -13%
CCc1nn2c(=O)cc(COC(=O)c3ccccc3NC(=O)c3ccccc3F)nc2s1 | 18%
CCC(C)NC(=O)CC1=CSC2=NC(C)=C(C(=O)Nc3ccccc3)C(c3cccc(C)c3)N12 (configuration not stated) | -26%
O=C(c1ccccc1-c1ncc(-c2ccccc2)o1)N1CCN(C(=O)C2CC2)CC1 | ?
CCN1c2cc(C(=O)NCc3ccccc3)ccc2C(=O)N2CCCCCC21 (configuration not stated) | ?
Cc1ccc(C)c(NC(=O)CSc2ncc(S(=O)(=O)c3ccc(C)c(Cl)c3)c(=O)[nH]2)c1 | 0%
Cc1c(Cl)cccc1N=Cc1ccc(N(C)C)cc1 | -9%
Cc1cc(NC(=O)Cn2nc(C)n3cccc3c2=O)ccc1Br | -58%
CCc1nc(CN2CCOc3c(O)cc(-c4nc(C)cnc4C)cc3C2)no1 | 15%
O=C(Cn1c(=O)n(-c2ccccc2)c(=O)c2c3c(sc21)CCCC3)Nc1ccc(F)cc1 | 10%
COc1ccccc1CNC(=O)CCn1cnc2ccccc2c1=O | -14%[11.5 µM]
O=C(c1ccc(F)cc1Cl)N1CCC(Cc2nc(-c3ccccc3)no2)CC1 | -17%
CC(=O)Nc1ccc(C2(C(=O)N3CCN(c4ccccn4)CC3)CCCCC2)cc1 | 28µM*
Cc1ccc(C(=O)NC[C@H]2O[C@@H](CC(=O)NC(C)C)[C@H](O)[C@@H]2O)cc1 | ?
CC1=CC(C)C2(COC(CC(C)C)OC2)C(C)C1 (configuration not stated) | 1%
CC1(C)Cc2c(C#N)c(OCC(=O)Nc3ccccc3)nc(N3CCOCC3)c2CO1 | 10%
CCc1c(C)sc(NC(=O)c2c(F)cccc2F)c1C#N | 33%
COc1ccc(Cn2cc(CN3[C@H](C)COc4cc(Br)ccc4S3(=O)=O)nn2)cc1 | -6%
Cc1nc(-c2ccc(F)cc2)n(Cc2cccc(C(F)(F)F)c2)c(=O)c1CCO | -31%
CCNc1nc(C(F)(F)F)c(C(=O)OCC)s1 | -6%
COCC(=O)N1CCCC(C(=O)NCCc2noc(C3CCCC3)n2)C1 (configuration not stated) | -11%
Cc1nc2cc(F)ccc2cc1C(=O)N1CCN(c2ccccc2F)CC1 | -15%
O=C(CN1CCN(Cc2ccccn2)CC1)Nc1cccc2nsnc12 | 4%
COc1ccccc1N1CCN(c2ncc3c(n2)CCN(Cc2ccccc2F)C3)CC1 | 2%
Cc1nc(CCN(C)C(=O)C2C3C(=O)N(C4CCCCCC4)C[C@@]34C=C[C@@H]2O4)no1 (some centres not stated) | -12%
Cn1c(=O)c2c(nc(NCCc3ccccc3)n2Cc2ccccc2Cl)n(C)c1=O | -12%
O=C(NCCc1ccc(Cl)cc1)C1CCN(c2ncnc3c2nc2n3CCCCC2)CC1 | -23%
N#CCn1ccn2nc3c(c2c1=O)CCCC3 | -11%
c1ccc(-c2nnc3ccc(NC4CC4)nn23)nc1 | ?
O=c1[nH]c(O)c(N=Nc2ccc(Cl)c(S(=O)(=O)Nc3ccccc3Cl)c2)c(=O)[nH]1 | -3%
O=C(CCn1ccn2nc3c(c2c1=O)CCCC3)Nc1ccc2c(c1)OCO2 | -18%
O=C(Cn1ccc2ccccc21)Nc1ccc2c(c1)C(=O)N1CCC[C@H]1C(=O)N2 | -22%
Cn1nc(-c2ccccc2F)c2cc(C(=O)NCc3ccccc3Cl)sc21 | ?
Cc1noc(-c2ccc(OC3CN(C(=O)CCc4ccccc4)C3)cc2)n1 | -7%
Cc1ccc(-n2ncc3c(=O)n(Cc4ccccc4C)cnc32)cc1C | -26%
COc1ccc(-c2noc(CN3CCCC(C(=O)Nc4ccccc4)C3)n2)cc1OC (configuration not stated) | 9%
COCCNC(=O)C[C@@H]1O[C@H](CNCc2cccc(Cl)c2)[C@@H](O)[C@H]1O | -15%[86.2 µM]
Cc1cc2ccccc2n1CC(=O)NCC(=O)N1CCCC1 | 14%
CCN(CC)c1nn2c(=O)c(C(=O)NCc3ccc(OC)cc3OC)cnc2s1 | ?
CCOc1ccc(CCNC(=O)c2cc(=O)[nH]c3ccc(S(=O)(=O)N4CCCCC4)cc23)cc1OCC | -4%

# Pulled one by one from the entries so far:
mol | KDM5B inhibitor
CC1(C)Cc2c(C#N)c(OCC(=O)Nc3ccccc3)nc(N3CCOCC3)c2CO1 | 10%
CCNc1nc(C(F)(F)F)c(C(=O)OCC)s1 | -6%

# Reformatted with values ahead of the structure: part of the list above.
KDM5B inhibitor	SMILES
-7%	Cc1noc(-c2ccc(OC3CN(C(=O)CCc4ccccc4)C3)cc2)n1
?	c1ccc(-c2nnc3ccc(NC4CC4)nn23)nc1
-6%	CCNc1nc(C(F)(F)F)c(C(=O)OCC)s1
-26%	Cc1ccc(-n2ncc3c(=O)n(Cc4ccccc4C)cnc32)cc1C
-23%	O=C(NCCc1ccc(Cl)cc1)C1CCN(c2ncnc3c2nc2n3CCCCC2)CC1

# (more compounds)
mol | KDM5B inhibitor
Cc1cc(NC(=O)Nc2cccc(Cl)c2)n(C(C)(C)C)n1 | 17%
COc1ccc(C2(C(=O)N3CCCC(CN4CCCC4)CC3)CC2)cc1 (configuration not stated) | ?
COCCNC(=O)C[C@@H]1C[C@@H](C(C)C)[C@H](CNS(=O)(=O)c2ccc(OC)cc2)C=C1C | 22µM*
O=C(CCn1ccc2cc(S(=O)(=O)N3CCCC3)ccc21)NCc1ccccc1F | 13%
O=C(NCC1CC1)c1cc2n(n1)CC(c1ccc3c(c1)OCO3)OC2 (configuration not stated) | -8%
CC(=O)N1CCCC1c1nc2ccccc2n1Cc1ccc(F)cc1 (configuration not stated) | -15%
Cc1cnc(C2CC2)n1C1CCCN(C(=O)c2ccco2)C1 (configuration not stated) | 12%
CCc1c(C(=O)Nc2scc(-c3cc(C)ccc3C)c2C#N)csc1C | ?
CCC1(C(=O)NCc2ccc(F)cc2)CCCCC(=O)N1 (configuration not stated) | -11%
Cc1noc(C)c1COc1ccc(CC(=O)Nc2nccs2)cc1 | 2%
Cc1noc([C@@H](C)NC(=O)Cc2ccccc2)c1C(=O)O | -18%[115 µM]
Cc1nc(-c2cccc(NC(=O)N[C@H](C)c3onc(C)c3C(=O)O)c2)no1 | -15%[86.2 µM]
O=C1Nc2ccccc2CC12CCN(Cc1ccccc1)C2 (configuration not stated) | -11%[86.2 µM]
COCCNc1cc(-c2cc(C(F)(F)F)ccn2)c2cc[nH]c2n1 | -13%
O=C(CSc1nnc(-c2ccc(F)cc2)o1)NC1CCCC1 | 24%
O=C(NCCc1c[nH]c2ccccc12)c1ccccc1OC(F)F | -10%
CCn1ccc(C(=O)N2CCOc3ccc(CCC(N)=O)cc3C2)n1 | 1%
CC(=O)NCCCC(=O)N1CCC2(CC1)CC(N[S+](C)(=O)[O-])c1ccccc12 (configuration not stated) | 9%[115 µM]
CC(N(C)CC(=O)NC(C)(C#N)C1CC1)C(C)(C)C (configuration not stated) | 15%

# A portion of the library; rates above refer to the full screens.
